Screening results deposited in PubChem BioAssay by several laboratories.
NPR1 activator – GC-A (human) enzyme activation. P16066. HEK293 GC-A cells, cGMP TR-FRET, EC30 ANP; 0% at EC30 ANP, 100% saturating ANP. activation, % at 10 µM. 370,000 compounds, 0.14% hits; in the data active = activation above about 40%
rCAG binder – binds r(CAG) RNA repeats; 370,000 compounds, 1.3% hits; r(CAG) RNA repeat, TO-PRO-1 dye displacement fluorescence; AID 651821; inhibition, % at 3 µM;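 active = inhibition above the plate cutoff, the mean of all test compounds on that plate plus 3 SD, cut at about 35% in these data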;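 note: 0% = DMSO alone and 100% = 100 µM mitoxantrone as full dye displacement; higher means more dye released from RNA so lower well fluorescence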
ARFGAP1 inh – inhibits rat ARF GTPase activating protein 1. Q62848. Arfgap1-stimulated ARF1 GTP hydrolysis, GDP FP detection. inhibition, % at 16.5 µM. 360,000 compounds, 0.26% hits. AID 651572;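 active = inhibition above a per-plate limit, mean inhibition of low control wells plus 3 SD, cut at about 25% in these data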;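 note: 0% = DMSO wells with enzyme and 100% = wells lacking Arfgap1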
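Assay system: purified rat His6-Arfgap1 residues 1-136 (GAP domain); Reagent: human Δ17 ARF1 bound to GTP; Dosing: 16.5 µM single point, 1.26% DMSO; Times: GTP hydrolysis reaction 2 h at 25 °C; Signal: FP, GDP Alexa 633 tracer displaced from anti-GDP antibody, 620/688 nm; Measure: % inhibition from polarization.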
PG9 binder – binds the HIV-1 gp120 antibody PG9. 360,000 compounds, 0.43% hits. TR-FRET gp120-PG9 antibody binding. inhibition, % at 6.7 µM; in the data active = inhibition above about 8.5%
SMARCA2 act – increases SMARCA2 function in MMTV reporter cells; MG213 cells, MMTV-luciferase reporter, dexamethasone, overnight; 370,000 compounds, 1% hits; activation, % at 9.1 µM; AID 652017; in the data active = activation above about 7.8%;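 note: 0% = vehicle wells and 100% = reference activator wells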
ABHD4 inh – inhibitors of mouse ABHD4; 370,000 compounds, 0.54% hits; inhibition, % at 8.92 µM; Q8VD66; purified mABHD4, FP-Rh probe fluorescence polarization;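 active = inhibition exceeding the mean over every tested compound plus 3 SD, cut at about 30% in these data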;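 note: 0% = plate median of compound wells and 100% = S159A mutant with DMSO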
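assay system = mABHD4 protein | compound dosing = single nominal dose of 8.92 µM, 0.89% DMSO final | read-out basis = percent inhibition of probe binding, normalized to plate controls | schedule = Enzyme–compound pre-incubation 45 min, then probe 60 min, both 25 °C | detection = fluorescence polarization, excitation 525 nm, emission 598 nm, BODIPY TMR filters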
NR1D1 modulator – modulates human Rev-erb alpha binding to DNA; P20393; Rev-erbα–FITC-DNA binding, fluorescence polarization, 90 min; activity, % at 10 µM; 370,000 compounds, 0.79% hits; AID 1259318;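 active = activity above about 14%, limit read from the data; passing the limit was not always enough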;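 note: 0% = DMSO wells with 35 nM protein and 100% = DMSO wells with 750 nM protein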
Target sequence (P20393 whole entry, looked up): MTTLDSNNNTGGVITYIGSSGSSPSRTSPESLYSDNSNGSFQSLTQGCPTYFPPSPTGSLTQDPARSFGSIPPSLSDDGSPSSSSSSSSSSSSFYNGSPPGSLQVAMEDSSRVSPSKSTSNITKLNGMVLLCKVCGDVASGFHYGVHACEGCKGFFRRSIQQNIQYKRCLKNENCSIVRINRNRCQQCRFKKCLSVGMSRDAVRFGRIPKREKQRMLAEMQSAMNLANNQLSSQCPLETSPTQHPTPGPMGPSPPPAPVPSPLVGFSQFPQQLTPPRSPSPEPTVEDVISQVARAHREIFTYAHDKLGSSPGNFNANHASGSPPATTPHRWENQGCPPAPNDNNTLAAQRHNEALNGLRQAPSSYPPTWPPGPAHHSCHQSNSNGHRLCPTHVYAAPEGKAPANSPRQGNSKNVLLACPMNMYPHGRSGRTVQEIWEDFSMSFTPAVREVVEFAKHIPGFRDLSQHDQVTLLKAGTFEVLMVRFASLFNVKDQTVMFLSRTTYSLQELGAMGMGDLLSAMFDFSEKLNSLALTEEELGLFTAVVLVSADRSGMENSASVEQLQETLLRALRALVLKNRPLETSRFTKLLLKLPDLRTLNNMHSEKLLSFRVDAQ
ASAP1 inh – blocks human ASAP1-stimulated Arf1 GTP hydrolysis; Q9ULH1; GDP FP detection; inhibition, % at 16.5 µM; 360,000 compounds, 0.19% hits; in the data active = inhibition above about 25%;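 note: 0% = vehicle with enzyme and substrate and 100% = no enzyme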
GC-B act – GC-B (human) receptor activation. 370,000 compounds, 0.11% hits. P20594. HEK293-GC-B cells, CNP EC30, cGMP TR-FRET; 0% at EC30 CNP, 100% saturating CNP. activation, % at 10 µM;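 active = activation at 10 µM reaching about 35% in either raw or pattern-adjusted values, limit read from the data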
HTRA1 inh – HTRA1 (human) protease inhibition; inhibition, % at 5.96 µM; Q92743; 340,000 compounds, 0.5% hits; recombinant HTRA1, FP-rhodamine activity-based probe, fluorescence polarization; in the data active = inhibition above about 36%;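 note: 0% = enzyme with DMSO and 100% = wells lacking enzyme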
Target sequence (Q92743 whole entry, looked up): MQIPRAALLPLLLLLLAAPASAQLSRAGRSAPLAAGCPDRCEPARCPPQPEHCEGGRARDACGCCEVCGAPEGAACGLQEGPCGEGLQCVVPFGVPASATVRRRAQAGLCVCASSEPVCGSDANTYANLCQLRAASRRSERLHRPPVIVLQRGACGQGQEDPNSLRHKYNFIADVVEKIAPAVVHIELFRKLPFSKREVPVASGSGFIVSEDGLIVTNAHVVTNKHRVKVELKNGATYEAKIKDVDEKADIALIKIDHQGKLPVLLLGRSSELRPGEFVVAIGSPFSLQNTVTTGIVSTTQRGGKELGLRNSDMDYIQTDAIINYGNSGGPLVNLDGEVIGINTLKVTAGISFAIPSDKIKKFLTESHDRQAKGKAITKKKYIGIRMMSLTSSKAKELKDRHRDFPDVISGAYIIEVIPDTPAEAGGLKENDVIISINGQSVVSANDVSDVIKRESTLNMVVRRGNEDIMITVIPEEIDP
* marks the source's active call; other numbers are inactive results; x = not tested or not shown; & = joins results of further samples. This is a subset; count on the stated rates, not on these rows.

SMILES	NPR1 activator	rCAG binder	ARFGAP1 inh	PG9 binder	SMARCA2 act	ABHD4 inh	NR1D1 modulator	ASAP1 inh	GC-B act	HTRA1 inh
CC(=O)N(C)C1=Nc2ccc(Cl)cc2C(c2ccccc2)=[N+]([O-])C1	0.1	0.3	-0.9	-0.8	-1.9	-0.3	-2.1	-3.2	0.3	5.6
Cn1c(O)c(C(=Nc2ccccc2)SCc2ccccc2Cl)c(=O)n(C)c1=O	-1.1	3.0	-2.6	-2.4	-4.4	-3.8	0.1	-8.2	-1.7	-7.6
COc1ccc(OC)c(NP(=O)(Oc2ccc(Cl)cc2)Oc2ccc(Cl)cc2)c1	-2.3	0.6	4.8	-0.4	-3.1	0.7	0.9	-14.8	1.5	1.2
O=[N+]([O-])/C(Cl)=C1\NCCN1Cc1ccc(Cl)nc1	1.4	0.4	-4.1	0.7	-1.0	-0.1	-6.5	0.7	2.9	-0.1
O=c1[nH]c(=O)n(-c2cccc3ccccc23)c(O)c1C=NCCCn1ccnc1	0.1	7.9	-5.3	1.2	-2.4	7.2	-6.5	11.2	-1.6	4.5
CCn1c(C)c(C(=O)Nc2ccc(OC)cc2)c2cc(OC)ccc21	3.7	-3.0	-4.4	-1.0	1.3	4.6	0.5	1.0	1.0	-2.5
O=c1[nH]c(=O)n(-c2ccccc2)c(O)c1C=NC12CN3CN(CN(C3)C1)C2	-3.0	2.6	-9.0	-1.4	2.7	-4.7	-0.9	17.4	3.0	x
CN1CCC(OC(=O)c2cccc(F)c2)CC1	-1.8	0.6	3.6	-0.6	-2.9	-2.5	5.4	4.9	1.6	-5.5
CCOC(=O)[C@]12Cc3ccccc3[C@H]1N(C)C(=O)c1cc(OC)ccc12	-19.9	0.7	-10.8	1.5	-2.8	4.8	-4.9	-7.5	-11.7	x
c1ccc(-c2ccc(-c3n(-c4ccccn4)c4ccccc4[n+]3-c3ccccn3)cc2)cc1	-0.1	-2.7	-7.9	-0.3	-4.9	-4.5	-2.7	-7.5	-3.0	-23.1
COC(=O)C1=C(c2cccc(OCc3ccccc3)c2)C[C@@H]2CC[C@H]1N2C(=O)NCc1ccc(F)cc1	-3.7	1.7	-1.9	0.3	0.5	-6.6	-0.5	17.5	-3.3	-44.0
C/C(=N\NC(=O)c1ccccc1O)c1c(O)n(C2CCCCC2)c(=O)[nH]c1=O	2.8	82.8*	6.6	-0.7	0.3	37.5*	2.5	8.4	-1.5	17.1
Cc1cc(OC(C)C(=O)NCC(O)c2ccccc2)c2c3c(c(=O)oc2c1)CCCC3 (stereo unspecified)	-12.1	-4.4	1.7	0.4	-2.5	-7.6	4.8	-5.9	-10.4	-10.1
Clc1cccc(N2CCNCC2)c1Cl	4.8	-0.1	-0.6	1.4	-2.1	-2.2	0.3	-1.1	1.3	4.5
CCOC(C[n+]1c(-c2ccccc2)cc(C)cc1-c1ccccc1)OCC	2.4	1.5	2.1	-1.1	-1.3	-4.7	0.9	-6.7	5.8	2.6
O=C1CCCN1C(=O)c1cncc(Br)c1	2.0	-1.0	-1.7	0.0	-3.4	4.5	-1.1	-10.5	6.8	8.8
COc1ccccc1C1CC2CCC(C1OC(C)=O)N2Cc1ccccc1 (stereo unspecified)	-0.5	-6.2	10.6	-0.6	-2.5	-1.1	-3.9	4.8	1.4	-3.0
COc1ccc(CC[n+]2cc(/N=C(\C)[O-])on2)cc1OC	0.8	-2.6	1.7	1.8	-4.5	-3.5	3.8	-4.3	-0.2	12.1
Cc1c2cnn(CC(=O)N3CCC4(CC3)OCCO4)c(=O)c2c(C)n1Cc1cccc(Cl)c1	2.9	-5.7	-13.8	-0.1	-0.6	-0.5	6.8	2.1	-0.8	7.5
Cc1cc(C)cc(-n2c(O)c(C=Nc3ccc(N4CCOCC4)cc3)c(=O)[nH]c2=S)c1	-2.6	4.4	-3.5	1.1	-2.8	16.6	1.4	1.2	-7.7	10.6
CCN(CC)P(c1n(C)cc[n+]1C)N(CC)CC	0.2	0.6	-1.9	2.2	0.4	3.6	6.1	2.6	-3.0	3.6
Cc1nn(Cc2ccccc2Cl)c(C)c1C(=O)OCC(=O)NC1CCS(=O)(=O)C1 (stereo unspecified)	-1.6	-0.2	10.1	0.2	-2.3	1.3	-1.4	-5.8	1.6	2.2
O=C1NC(=O)C(Cc2cccs2)C(=O)N1	0.3	1.6	3.7	-1.4	5.5	-5.5	-0.4	-6.4	5.0	-0.4
Cc1ccc2cccc(OC(=O)N(C)c3ccccc3)c2n1	-2.2	-4.3	-3.4	1.8	-4.2	-1.4	0.4	-14.4	2.7	1.6
CC1OC(C[N+](C)(C)C)CC1O (stereo unspecified)	2.3	-0.8	-4.3	-0.3	-1.7	-5.9	-3.7	-0.7	-7.5	3.7
N[C@@H](Cc1c[nH]c2ccccc12)c1nnc(SCc2ccc(Cl)cc2)o1	-8.7	-3.1	7.2	0.2	-3.8	6.6	3.4	-6.7	-8.6	-22.8
Brc1ccc2[nH]cc(C=NN3CCCCCC3)c2c1	-3.4	6.6	-7.3	0.2	-1.6	10.1	-1.2	-13.4	-0.5	-27.8
CCCCCSc1cc(OC)c(CCNC)cc1OC	-2.1	4.1	-0.2	-2.4	1.3	8.9	-2.9	-4.2	-3.8	0.5
Brc1ccc(Oc2ccc(Br)cc2Br)c(Br)c1	-1.2	3.0	10.2	-1.4	-3.3	1.6	1.7	-3.5	-16.2	4.7
COc1cc(O)c(C(=O)O)c(-c2cc(O)c(O)cc2C)c1	0.9	10.8	-10.8	-0.5	-0.5	36.7*	0.7	-18.2	-10.1	21.0
COc1ccc(NC(c2ccccc2F)P(=O)(Oc2ccccc2)Oc2ccccc2)cc1 (stereo unspecified)	-8.3	3.7	7.5	-1.1	-2.3	-1.6	3.6	4.3	-4.7	-7.5
Cc1oc(-c2cccs2)nc1CSCC(=O)N1CCC2(CC1)OCCO2	-1.5	-1.4	2.9	-0.2	-3.0	-2.1	4.8	14.8	-3.7	2.3
COc1cc2c(cc1OC)CC[N+](C)=C2	3.8	-1.1	-5.8	0.7	1.6	1.6	0.5	-16.1	0.6	-2.1
CCN1CCN(c2ccc([N+](=O)[O-])cc2C=C2C(=O)NC(=O)NC2=O)CC1	1.6	-0.1	7.1	-1.8	-1.4	-0.3	-1.0	4.5	-1.8	0.7
CN1CCN(c2ccc3nccnc3c2)CC1	2.5	-1.2	-1.3	0.4	3.4	-3.6	1.6	5.8	-1.9	3.9
CCC1(CC)C(=O)C=CNC1=O	3.2	1.9	4.5	-2.7	-4.5	1.7	4.6&5.2	-5.1	2.2	8.2
O=NN1CCCCC1	-0.7	3.4	2.6	-0.3	-4.0	2.3	-0.9	14.1	-2.6	-1.4
CC(C)c1ccc(OCC(=O)N2CCCN(C)CC2)cc1	0.1	-0.7	-5.3	-0.3	-2.8	-4.5	-5.3	-9.1	2.6	5.6
COC(=O)C(O)(c1c(C)[nH]n(-c2ccccc2)c1=O)C(F)(F)F (stereo unspecified)	2.8	3.2	11.2	-3.1	-1.4	7.4	1.9	9.7	1.3	11.0
C[C@H]1CC[C@@H]2[C@@H](C)[C@H]3[C@H](C[C@H]4[C@@H]5CC=C6C[C@@H](O[C@@H]7O[C@H](CO)[C@H](O)[C@H](O[C@@H]8O[C@H](CO)[C@@H](O)[C@H](O)[C@H]8O)[C@H]7O[C@@H]7O[C@@H](C)[C@H](O)[C@@H](O)[C@H]7O)CC[C@]6(C)[C@H]5CC[C@]34C)N2C1	-3.4	-6.8	-1.4	-1.1	-1.9	-5.6	-3.8	-8.2	4.7	-6.8
O=C(CN1CCCC1=O)Nc1ccccc1	2.1	1.9	2.4	0.9	0.2	-2.2	-3.3	-15.3	0.9	5.1
COc1ccc(C(=O)c2nc3ccccc3n2C(C)C)cc1OC	-2.4	5.8	-5.3	0.0	-0.9	4.4	-2.0	-7.3	2.6	1.2
CCOc1cc(C(=O)N2CCC3(CC2)OCCO3)cc(OCC)c1OCC	1.4	x	x	x	x	x	-1.9	x	2.5	1.1
CCOC(=O)[C@]12Cc3c(cc(OC)c(OC)c3OC)[C@H]1N(C1CCCCC1)C(=O)c1ccccc12	-22.6	-0.6	-11.0	0.0	-8.8	5.6	-5.2	-1.9	-15.0	x
CCc1ccc(CN2CCCC(C(=O)c3sccc3C)C2)o1 (stereo unspecified)	-0.6	-5.4	-3.7	-0.4	-0.2	1.5	-6.6	-0.1	-0.2	-2.3
CCN(CC)C(=O)c1ccc(NC(=O)c2cc(-n3cnnc3)ccc2Cl)cc1	0.8	1.1	-2.1	-0.6	-2.7	-1.5	-0.1	-9.0	-1.3	-1.6
N#CC1=C(N)Oc2c(c(=O)sc3ccccc23)C1c1cccnc1 (stereo unspecified)	-0.3	1.1	-3.3	-0.7	0.9	-3.3	1.4	-1.1	6.3	4.0
CN1C2CCC1C(COC(=O)c1ccccc1)C(O)C2 (stereo unspecified)	4.7	-3.0	-3.6	-2.2	0.1	-1.2	0.8	-9.6	2.1	5.5
O=c1[nH]c(=S)n(CCC2=CCCCC2)c(O)c1C=NCCCn1ccnc1	0.4	1.0	6.3	-0.9	-2.0	-12.4	3.0	5.1	-13.6	-23.5
COC(=O)C1=C(c2cc3ccccc3s2)C[C@@H]2CC[C@H]1N2C(=O)NCc1ccc(F)cc1	-3.2	-3.2	-2.5	-0.3	-0.5	-5.3	-1.0	4.2	-10.9	-36.3
Cc1cc(OC(=O)c2cccs2)c2c3c(c(=O)oc2c1)CCCC3	-1.9	2.8	-10.7	1.4	-2.3	-8.9	4.3	14.2	5.1	-4.3
C[C@]12CC[C@H](O)CC1=CCC1C2CC[C@]2(C)C(=O)[C@H](Br)CC12 (stereo partly specified)	-1.5	0.2	-19.2	-0.1	-3.8	-1.7	-6.6	-7.1	6.3	-1.0
CC1CC(OC(=O)c2ccccc2)(c2ccccc2)C(C)CN1C (stereo unspecified)	-28.3	3.9	13.7	-0.7	5.1	1.5	-0.5	10.9	-17.4	-0.5
c1ccc(CCNCc2cccnc2)cc1	-0.8	9.2	4.0	1.4	-2.8	-1.1	9.4	5.3	3.0	8.8

Part of the list above in order of length of the SMILES, largest number first:
SMILES	NPR1 activator	rCAG binder	ARFGAP1 inh	PG9 binder	SMARCA2 act	ABHD4 inh	NR1D1 modulator	ASAP1 inh	GC-B act	HTRA1 inh
C[C@]12CC[C@H](O)CC1=CCC1C2CC[C@]2(C)C(=O)[C@H](Br)CC12 (stereo partly specified)	-1.5	0.2	-19.2	-0.1	-3.8	-1.7	-6.6	-7.1	6.3	-1.0
CC1CC(OC(=O)c2ccccc2)(c2ccccc2)C(C)CN1C (stereo unspecified)	-28.3	3.9	13.7	-0.7	5.1	1.5	-0.5	10.9	-17.4	-0.5
CN1C2CCC1C(COC(=O)c1ccccc1)C(O)C2 (stereo unspecified)	4.7	-3.0	-3.6	-2.2	0.1	-1.2	0.8	-9.6	2.1	5.5

Part of the list above, reduced to GC-B act, SMARCA2 act and HTRA1 inh:
compound	GC-B act	SMARCA2 act	HTRA1 inh
O=NN1CCCCC1	-2.6	-4.0	-1.4
CC(C)c1ccc(OCC(=O)N2CCCN(C)CC2)cc1	2.6	-2.8	5.6
